Bioassay records: PubChem, several laboratories
OXTR agonist = human OXTR agonists, primary screen, fluorescence, CHO-OTR cells, Fluo-8 calcium; Oxytocin receptor (Homo sapiens), P30559; Fluo-8 calcium fluorescence; normalized: DMSO 0%, oxytocin 100%; activation, % at 3 µM; 0.32% of 320,000 active; AID 2435, 2010;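 active = activation above the mean of all tested compounds plus 3 SD, cutoff set per screening run, cut at about 20% in these data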;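 also: peak over basal fluorescence ratio from a 100 s FLIPR kinetic read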
V1R ag counter = agonists of human V1a receptor, primary screen, counter-screen for OXTR agonist project, fluorescence, CHO-V1R cells. Vasopressin V1a receptor (Homo sapiens), P37288. Fluo-8 calcium fluorescence, agonist mode; 0% DMSO, 100% 3 nM vasopressin. activation, % at 3 µM. 0.25% of 320,000 active;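 active = activation above the mean activation of all tested compounds plus 3 SD, per screening run, cut at about 20% in these data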;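 also: signal is peak over basal fluorescence ratio across a 100 second FLIPR read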
Target sequence (P37288 whole entry, looked up): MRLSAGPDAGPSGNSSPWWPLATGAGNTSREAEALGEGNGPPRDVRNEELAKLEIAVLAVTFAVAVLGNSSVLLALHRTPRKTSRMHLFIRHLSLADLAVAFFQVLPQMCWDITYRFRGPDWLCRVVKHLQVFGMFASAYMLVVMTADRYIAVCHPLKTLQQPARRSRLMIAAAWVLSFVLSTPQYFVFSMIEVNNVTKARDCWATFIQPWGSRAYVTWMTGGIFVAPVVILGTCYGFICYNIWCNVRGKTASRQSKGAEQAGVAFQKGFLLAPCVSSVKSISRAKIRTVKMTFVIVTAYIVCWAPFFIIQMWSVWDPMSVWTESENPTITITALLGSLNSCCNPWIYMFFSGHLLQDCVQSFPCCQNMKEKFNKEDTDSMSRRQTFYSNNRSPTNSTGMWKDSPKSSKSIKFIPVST
GPR7 antag = GPR7 receptor antagonists, primary screen, cell-based, fluorescence, single concentration; Neuropeptides B/W receptor type 1 (Homo sapiens), P48145; GPR7-expressing cells, fluorescence antagonist assay; inhibition, % at 4.4 µM; 1.1% of 290,000 active; AID 1861, 2009; in the data active = inhibition above about 16%, passing the limit was not always enough;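 also: cells stimulated with the agonist NPW; 0% = agonist with vehicle and 100% = vehicle without agonist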
Target sequence (P48145 whole entry, looked up): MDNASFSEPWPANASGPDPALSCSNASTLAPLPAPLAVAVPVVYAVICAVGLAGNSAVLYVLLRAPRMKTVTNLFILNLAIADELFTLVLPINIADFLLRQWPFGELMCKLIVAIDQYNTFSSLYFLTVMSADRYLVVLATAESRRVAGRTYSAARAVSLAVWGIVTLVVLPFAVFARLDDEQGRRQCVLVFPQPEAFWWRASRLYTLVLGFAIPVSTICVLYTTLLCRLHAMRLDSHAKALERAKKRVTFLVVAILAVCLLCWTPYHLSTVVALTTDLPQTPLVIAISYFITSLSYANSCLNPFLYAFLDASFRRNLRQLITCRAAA
OXTR potentiator = human OXTR potentiators, primary screen, fluorescence, CHO-OTR cells, Fluo-8 calcium | Oxytocin receptor (Homo sapiens), P30559 | Fluo-8 calcium fluorescence, potentiator mode; 0% = oxytocin EC15, 100% = EC100 | activation, % at 3 µM | 0.061% of 320,000 active | AID 2445, 2010;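 active = activation above that plate's cutoff, the mean activation of tested compounds plus 3 SD, cut at about 6.6% in these data, passing the limit was not always enough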;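 also: 100% uses oxytocin at 75 nM as the full agonist control; some results filed as inactive read as strong as hits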
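Measured by – Fluo-8 calcium dye fluorescence · Test system – human OTR in CHO cells · Dosing – one concentration, 3.0 µM compound · Controls – EC15 oxytocin alone as 0%, 75 nM oxytocin as 100% · Evaluation – normalized max/min fluorescence ratio, % activation · Timing – 6 min pre-incubation, 100 s read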
NALP1 yeast inh = NALP1 inflammasome inhibitors in reconstituted yeast, colorimetric, S. cerevisiae, triplicate retest; S. cerevisiae NALP1/ASC/caspase-1 growth, X-gal OD620, 72 h; inhibition, % at 10 µM; 0.61% of 280,000 active; AID 2071, 2009; in the data active = inhibition mostly above about 24%, no sharp cut-off; inactive = mostly below about 32%; also: some compounds called inactive have numbers as strong as hits
MEKK2 WT-MEK5 = modulators of MEK5 binding to wildtype MEKK2, primary screen, biochemical, multiplex bead flow cytometry, Alexa488-MEK5 | binding response (% of control), % at 10 µM | AID 1531, 2009 | Mitogen-activated protein kinase kinase kinase 2 (Homo sapiens), Q9Y2U5 | 1.1% of 290,000 active | Alexa488-MEK5 binding to MEKK2 WT; actives lie on both sides; in the data active = binding response below about 67% or above about 130%
GalR3 antag = GalR3 antagonists in HEK293 cells, primary screen, cell-based, fluorescence readout | inhibition, % at 3 µM | HEK293 GalR3-CNG cAMP membrane potential fluorescence; galR3 body fused to GalR1 C-terminus | Galanin receptor type 3 (Homo sapiens), O60755 | AID 651719, 2012 | 0.44% of 360,000 active;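 active = inhibition above the screen-wide average plus 3 SD, cut at about 13% in these data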;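 also: forskolin and galanin both at EC90 stimulate the cells; cAMP rise reported by CNG channel membrane potential dye signal; 0% = forskolin plus galanin with DMSO and 100% = forskolin alone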
Target sequence (O60755 1-299 limits assumed): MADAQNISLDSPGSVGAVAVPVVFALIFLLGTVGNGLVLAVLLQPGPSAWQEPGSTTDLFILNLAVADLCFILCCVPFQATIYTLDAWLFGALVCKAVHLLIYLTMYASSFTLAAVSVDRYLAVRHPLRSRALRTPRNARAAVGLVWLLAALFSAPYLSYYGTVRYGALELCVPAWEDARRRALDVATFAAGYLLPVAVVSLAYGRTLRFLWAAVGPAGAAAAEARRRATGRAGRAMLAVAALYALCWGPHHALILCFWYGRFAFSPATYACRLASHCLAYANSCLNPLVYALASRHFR
PfM18AAP inh = PfM18AAP inhibitors, malaria aminopeptidase, primary screen, biochemical, QFRET, recombinant enzyme; M18 aspartyl aminopeptidase (Plasmodium falciparum 3D7); H-Glu-NHMec fluorogenic cleavage; inhibition, % at 7.35 µM; 1.2% of 290,000 active;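 active = inhibition above the campaign mean inhibition over all tested compounds plus 3 SD, cut at about 28% in these data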;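 also: 0% = plate median of test compound wells and 100% = 2 mM ZnCl2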
MEKK2 mut-MEK5 = MEK5 binding signal on mutant MEKK2 PB1, primary screen, biochemical, multiplex bead flow cytometry, Alexa488-MEK5. AID 1530, 2009. percent response, % at 10 µM. 0.35% of 290,000 active. Alexa488-MEK5 binding to MEKK2 mutant; in the data active = percent response above about 24%, passing the limit was not always enough; also: inactives centre near 1; some results filed as inactive read as strong as hits
Starred values were filed as active, the others as inactive; . = not tested or not shown; & = joins results of further samples.

The opening ten records, to show the layout:
SMILES	OXTR agonist	V1R ag counter	GPR7 antag	OXTR potentiator	NALP1 yeast inh	MEKK2 WT-MEK5	GalR3 antag	PfM18AAP inh	MEKK2 mut-MEK5
CSCCC(NC(=O)COc1ccccc1)C(=O)O (configuration not stated)	-0.1	0.3	0	-8	-13	92	1	-8	-2
CN(C(=O)COC(=O)COc1ccccc1Cc1ccccc1)c1ccccc1	0.0	1.6	.	-14	.	.	2	.	.
O=C(NN1CCOCC1)c1ccc(Cl)cc1Cl	0.9	-0.2	.	-8	.	.	-1	.	.
CC1=CCC2C(=O)N(CCc3c[nH]c4ccccc34)C(=O)C2C1 (configuration not stated)	-0.3	1.0	-5	-8	-3	82	-4	3	-4
Cn1c2c(c(O)c(-c3ccccc3)c1=O)C(=O)CC(C)(C)C2	-1.8	0.7	-10	-6	6	108	4	3	-1
CCC1CCCCN1CCCNC(=O)C1CCN(Cc2nc(-c3ccc(Cl)cc3)oc2C)CC1 (configuration not stated)	-0.8	0.3	11	2	15	132	.	2	19
Cc1ccc(Cn2c([N+](=O)[O-])cnc2C)cc1	-1.2	0.2	-2	-7	22	99	0	-5	1
Cc1ccc(N(CC(=O)Nc2ccc3c(c2)OCCO3)S(=O)(=O)c2c(C)n[nH]c2C)cc1	-0.7	0.4	6	-21	3	101	4	1	8
COc1ccc(CCNC(=O)CSc2nnc3ccc(-c4cccnc4)nn23)cc1OC	-0.5	-0.2	-5	-22	-12	101	3	-7	-3
CC(=O)NCCOC(=O)Nc1cccnc1	0.5	-0.5	-5	-1	-9	81	-10	1	-10

The list itself, previewed entries included:
SMILES	OXTR agonist	V1R ag counter	GPR7 antag	OXTR potentiator	NALP1 yeast inh	MEKK2 WT-MEK5	GalR3 antag	PfM18AAP inh	MEKK2 mut-MEK5
CSCCC(NC(=O)COc1ccccc1)C(=O)O (configuration not stated)	-0.1	0.3	0	-8	-13	92	1	-8	-2
CN(C(=O)COC(=O)COc1ccccc1Cc1ccccc1)c1ccccc1	0.0	1.6	.	-14	.	.	2	.	.
O=C(NN1CCOCC1)c1ccc(Cl)cc1Cl	0.9	-0.2	.	-8	.	.	-1	.	.
CC1=CCC2C(=O)N(CCc3c[nH]c4ccccc34)C(=O)C2C1 (configuration not stated)	-0.3	1.0	-5	-8	-3	82	-4	3	-4
Cn1c2c(c(O)c(-c3ccccc3)c1=O)C(=O)CC(C)(C)C2	-1.8	0.7	-10	-6	6	108	4	3	-1
CCC1CCCCN1CCCNC(=O)C1CCN(Cc2nc(-c3ccc(Cl)cc3)oc2C)CC1 (configuration not stated)	-0.8	0.3	11	2	15	132	.	2	19
Cc1ccc(Cn2c([N+](=O)[O-])cnc2C)cc1	-1.2	0.2	-2	-7	22	99	0	-5	1
Cc1ccc(N(CC(=O)Nc2ccc3c(c2)OCCO3)S(=O)(=O)c2c(C)n[nH]c2C)cc1	-0.7	0.4	6	-21	3	101	4	1	8
COc1ccc(CCNC(=O)CSc2nnc3ccc(-c4cccnc4)nn23)cc1OC	-0.5	-0.2	-5	-22	-12	101	3	-7	-3
CC(=O)NCCOC(=O)Nc1cccnc1	0.5	-0.5	-5	-1	-9	81	-10	1	-10
CC(C)(C)c1cc[n+](-c2[nH]c(=O)sc2/C=N/NC([S-])=Nc2ccccc2)cc1	9.4	11	-2	-5	9	84	2	35*	-3
Cc1nn2c(NCc3ccccn3)cc(C(C)C)nc2c1-c1ccccc1	-2.9	-1.8	-10	-9	-7	92	-3	2	-7
Cc1ccc(/C=C/C(=O)NCCCN2CCN(CCCNC(=O)/C=C/c3ccc(C)cc3)CC2)cc1	-0.3	-0.6	-10	1	27	121	-3	-8	3
COc1ccc(C(=O)C[n+]2cc(-c3ccc(OC)cc3)n3c2CCCC3)cc1	2.4&0.1	1.0&0.5	-5&-3	5&-9	-19&11	90&61	4&-10	-9&-1	-2&-15
CCOc1ccc(N2C(=O)CC(N)C2=O)cc1 (configuration not stated)	-0.4	0.9	-13	-2	94*	106	2	-25	6
CCN(C(=O)N1CCOCC1)c1ccccc1C	-1.1	0.9	-6	-1	-10	108	-4	4	8
COC(=O)c1ccc(CNC(=O)COC(=O)C2CCC(C(C)(C)C)CC2)cc1 (configuration not stated)	-1.6	1.9	0	-10	41	104	-6	-3	-1
CCOCCCNC(=O)c1[nH]c(C)c(C(C)=O)c1C	0.7	1.6	-5	-8	11	108	0	-6	1
CC(=O)Nc1cccc(C(=O)N/N=C/c2cccc(C)n2)c1	0.4	0.1	6	-7	1	107	-12	2	11
CC(C)(C)n1nc2c(c1NC(=O)c1ccc(Br)cc1)CS(=O)C2 (configuration not stated)	-0.3	0.2	-4	0	8	107	2	-2	-3
COc1ccc2ccccc2c1CNc1nnnn1C	1.0	-0.5	18	-2	28	96	-4	1	-7
COC(=O)C1=C(N)OC2=C(C(=O)CC(C)(C)C2)C1c1ccoc1 (configuration not stated)	-1.3	7.3	-2	-4	-3	100	-6	2	3
CCCCOc1ccc(C(=O)NCC(=O)NC2CCCCC2)cc1	-0.9	-0.5	.	2	.	.	-2	.	.
COCCNC(=O)COC(=O)c1cccnc1SC	0.5	1.0	-1	-15	-5	94	2	-8	-6
COC(=O)c1ccc(CNC(=O)C2CCC(=O)N(CCc3ccccc3)C2)cc1 (configuration not stated)	.	.	-2	.	7	106	-2	-5	3
CCc1ccc2c(c1)/C(=N/N(C)C(=S)NC)C(=O)N2	-2.8	-0.2	-3	8	20	.	-10	2	.
COc1ccc(N2C(=O)C3CCCN3C2c2ccc(C)cc2)cc1Cl (configuration not stated)	-0.7	0.1	-1	-11	3	102	2	0	4
C/C(=N/Nc1ccc(F)cc1)c1ccc(Cl)s1	-1.5	-1.4	1	-6	14	97	-2	-7	-2
CC(C)[C@H]1C=C(C(=O)O)O[C@@H](OCc2ccc(CO)cc2)C1	0.3	0.5	.	11	.	108	-3	.	3
CCN(CC)C(=O)N1CCN(C(=O)N2CCOCC2)CC1	0.1	-0.1	-2	-6	12	105	-3	-16	-4
COc1cccc(CN(C)S(=O)(=O)c2cccs2)c1	-0.5	0.3	-9	-12	6	95	-5	-1	-5
CC(NC(=O)COC(=O)c1cc(S(=O)(=O)N2CCOCC2)ccc1F)c1ccccc1 (configuration not stated)	1.8	1.3	.	-3	.	.	-8	.	.
COc1ccc(S(=O)(=O)NC(N)=NCCc2ccccc2OC)cc1	-0.6	0.4	-8	-7	16	103	-1	0	7
CCCc1nc(SCc2ccccc2Cl)n[nH]1	-1.6	-0.6	-13	-1	21	108	-1	-3	4
CC(C)N(Cc1ccccc1)C(=S)NC(=O)C1(C)CC1(Cl)Cl (configuration not stated)	-2.8	-2.2	19	5	-3	92	-1	10	-2
O=C(Nc1cc2cc([N+](=O)[O-])ccc2oc1=O)c1cccs1	1.2	3.7	-7	-3	12	93	.	-1	-6
Cc1cccc(NC(=O)Nc2cnccn2)c1	0.2	0.8	5	-12	22	99	-4	-3	-1
Cc1onc(-c2ccccc2)c1C(=O)OCC(=O)N1CCC(C)CC1	-2.3	-1.2	.	-6	.	.	0	.	.
O=C(/C=C/c1c(F)cccc1Cl)NCc1ccco1	-2.2	-0.4	-5	-2	33	99	-3	3	-2
O=C(COc1ccc2ccc(=O)oc2c1)NC1CCCC1	1.3	1.0	0	-3	-7	102	-5	-8	5
CCCCOC(=O)Nc1ccc(N2CCOCC2)cc1	-0.4	1.2	0	-2	4	99	-3	6	2
COc1ccc(Nc2nc3ccc(C)cc3n3cnnc23)cc1Cl	0.3	0.6	-16	-3	9	103	-2	3	4
O=C(O)c1ccc(N2C(=O)CC(N3CCC(c4nc5ccccc5[nH]4)CC3)C2=O)cc1 (configuration not stated)	0.4	0.1	-1	-15	-72	87	1	-25	-14
CCOC(=O)N1CCN(Cc2nc(-c3cccs3)no2)CC1	1.5	1.1	-4	2	-11	95	-2	-1	-4
Cc1sc(NC(=O)CSc2ncn(-c3ccccc3)n2)nc1-c1ccccc1	4.0	0.7	0	-8	3	102	-1	5	-4
CCCCn1c(=O)[nH]c(=O)c2c1nc(-c1cc3c(cc1Br)OCO3)n2C	-1.6	-0.8	-7	-3	8	101	-6	2	-1
O=C(CCN1CCCCO1)N1CCCC(Nc2cccc(F)c2)C1 (configuration not stated)	0.6	0.0	-3	-1	9	106	2	-5	7
OC/C(Br)=C(\Br)CO	1.9	0.0	.	3	.	.	-4	.	.

Profiles, quoted from the list. Values in the order: OXTR agonist, V1R ag counter, GPR7 antag, OXTR potentiator, NALP1 yeast inh, MEKK2 WT-MEK5, GalR3 antag, PfM18AAP inh, MEKK2 mut-MEK5
CCCCn1c(=O)[nH]c(=O)c2c1nc(-c1cc3c(cc1Br)OCO3)n2C is listed with -1.6, -0.8, -7, -3, 8, 101, -6, 2, -1
Cc1cccc(NC(=O)Nc2cnccn2)c1 is listed with 0.2, 0.8, 5, -12, 22, 99, -4, -3, -1

The list continues:
SMILES	OXTR agonist	V1R ag counter	GPR7 antag	OXTR potentiator	NALP1 yeast inh	MEKK2 WT-MEK5	GalR3 antag	PfM18AAP inh	MEKK2 mut-MEK5
O=C(Nc1ccc(Oc2ccccc2)cc1)C1CCN(c2c3c(nc4ncnn24)CCC3)CC1	7.0	5.7	-17	-12	3	88	-6	-8	-7
COc1ccc(N2C(=O)c3ccccc3NC2c2ccc(OC)c(Cn3cc([N+](=O)[O-])cn3)c2)cc1 (configuration not stated)	-1.7	-0.9	-9	-4	.	109	59*	-7	16
CCSc1nnc(NC(=O)c2ccccn2)s1	0.7	2.1	7	-9	24	97	-6	8	0
NC(=O)c1cc([N+](=O)[O-])ccc1NCc1ccc(F)cc1	-0.1	-0.1	.	-9	.	.	-5	.	.
O=C(C[n+]1ccc2ccccc2c1)c1ccc(NC(=O)c2ccccc2)cc1	0.3	-0.2	10	-8	-5	108	-6	-9	9
CCCc1cc(=O)oc2cc(OC(=O)CN3C(=O)NC4(CCCC4)C3=O)ccc12	2.3	1.8	.	-4	.	.	-5	.	.
COc1ccccc1N=C1SCC(=O)N1c1ccccc1OC	-0.7	-0.1	-9	4	16	114	-4	6	5
O=C(NC1(Cc2ccccc2)CCN(Cc2ccc(-c3ccccc3)cc2)C1=O)c1ccccc1 (configuration not stated)	4.4	2.1	.	-6	.	.	-4	.	.
COc1ccccc1N1CCN(CC(=O)Nc2ccc(S(=O)(=O)N3CCCCCC3)cc2)CC1	2.1	6.6	.	-7	.	.	-6	.	.
O=C(O)COc1ccccc1/C=N/NC(=O)/C(=C\c1ccc2c(c1)OCO2)NC(=O)c1ccccc1	-0.9	-0.4	-5	-3	34	102	-5	9	3
Cc1ccc(C(=O)N/C(=C/c2ccc(Cl)cc2)C(=O)NCC2CCCO2)cc1 (configuration not stated)	-0.1	-0.2	0	-1	12	106	-3	-6	4
COc1ccc(C)cc1NC(=O)c1ccoc1C	-1.9	-1.6	-5	-25	6	107	-2	0	11
